S100A4 MyoIIA = inhibitors of human S100A4 binding to myosin IIA peptide. inhibition, % at 10.7 µM. S100A4/TAMRA-MyoIIA peptide fluorescence polarization. actives 0.14% (n = 360,000);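 active = mean inhibition of at least 70% across replicates, with every replicate also reaching that level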
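incubation = readout 5 min after mixing, signal stable up to 60 min | system = S100A4 monomer protein | buffer or medium = HEPES pH 7.2 with CaCl2, KCl, NaCl, DTT, Triton | benchmarks = neutral control DMSO, positive control TFP | also added = fluorescent myosin IIA peptide, 5 nM | compound dosing = one concentration per compound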
Statin myotox sup = suppressors of simvastatin-induced myotoxicity in C2C12 myotubes; AID 602340; ATP luminescence, 48 h; scaled: DMSO 0, geranylgeraniol control 100; rescue of ATP level, % at 7.49 µM; actives 0.78% (n = 330,000);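 active = mean ATP rescue above about 67%, or every replicate alone reaching that limit, limit read from the data, passing the limit was not always enough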;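 also: myotubes were challenged with 10 µM simvastatin during compound exposure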
ERAP1 HTS inh = inhibitors of human ERAP1 aminopeptidase. recombinant ERAP1, Leu-AMC fluorescence, 60 min. inhibition, % at 10.7 µM. actives 0.15% (n = 340,000);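 active = mean replicate inhibition of at least 30%, or all replicates individually reaching that 30% level; inactive = mean below 30% and not every replicate reaching it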;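 also: 0% = neutral control wells and 100% = L-leucinethiol positive control wells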
Target sequence (Q9NZ08 whole entry, looked up): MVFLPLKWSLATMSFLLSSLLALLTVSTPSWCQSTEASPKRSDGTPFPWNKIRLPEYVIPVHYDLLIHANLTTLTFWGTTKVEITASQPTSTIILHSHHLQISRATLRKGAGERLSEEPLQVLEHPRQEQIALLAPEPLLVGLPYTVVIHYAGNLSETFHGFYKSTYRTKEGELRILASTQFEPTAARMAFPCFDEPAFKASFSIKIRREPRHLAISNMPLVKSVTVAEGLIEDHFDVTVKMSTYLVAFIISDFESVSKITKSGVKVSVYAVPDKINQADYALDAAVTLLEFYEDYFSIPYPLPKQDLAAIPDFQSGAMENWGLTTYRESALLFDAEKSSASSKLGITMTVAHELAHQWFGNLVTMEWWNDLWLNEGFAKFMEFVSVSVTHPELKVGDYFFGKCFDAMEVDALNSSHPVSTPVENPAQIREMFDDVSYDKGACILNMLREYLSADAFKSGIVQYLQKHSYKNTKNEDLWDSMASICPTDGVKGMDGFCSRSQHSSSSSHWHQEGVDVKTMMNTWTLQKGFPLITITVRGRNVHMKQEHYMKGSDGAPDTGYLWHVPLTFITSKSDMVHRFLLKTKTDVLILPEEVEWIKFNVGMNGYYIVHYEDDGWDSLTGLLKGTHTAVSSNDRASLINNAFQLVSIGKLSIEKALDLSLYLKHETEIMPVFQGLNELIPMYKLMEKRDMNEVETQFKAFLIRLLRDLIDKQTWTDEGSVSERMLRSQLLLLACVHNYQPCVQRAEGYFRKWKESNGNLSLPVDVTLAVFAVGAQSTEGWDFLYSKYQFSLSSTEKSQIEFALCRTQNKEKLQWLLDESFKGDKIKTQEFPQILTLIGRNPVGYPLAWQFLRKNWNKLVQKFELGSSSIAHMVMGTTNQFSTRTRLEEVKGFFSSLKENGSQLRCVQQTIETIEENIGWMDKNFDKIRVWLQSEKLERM
LGR2 antag = blocks bursicon-induced cAMP signaling via Drosophila LGR2; inhibition, % at 9.99 µM; actives 0.35% (n = 380,000); AID 720647; HEK293 LGR2, CRE-luciferase, bursicon-stimulated, 4 h;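 active = drop in luminescence signal, shown as inhibition above about 50% in the replicate tests, limit read from the data, passing the limit was not always enough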;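 also: agonist challenge used bursicon conditioned medium at about half maximal strength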
XiGFP reactiv = X-chromosome reactivation activator | activation, % at 7.58 µM | actives 0.055% (n = 360,000) | XiGFP mouse fibroblasts, % GFP-positive cells imaging, 3 d; cells co-treated with 5-aza-dC sensitizer; scaled so ellipticine positive control = 100% | AID 743238;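 active = mean normalized replicate activation at least 10% and every replicate at or above 10%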;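 also: 0% = median of on-plate neutral control wells and 100% = ellipticine 6 µM median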
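Assay system: SV40-immortalized XiGFP fibroblast cells, line 68-5-11; buffer or medium: DMEM plus 5-aza-dC sensitizer; compound: one concentration, pinned; timing: compounds 3 days, fix/stain 15 min at room temperature; benchmarks: positive control ellipticine, 6 µM final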
PGC1a acetyl inh = PGC1a acetylation modulation, inhibitor mode. U2OS PGC1a acetylation, AlphaScreen anti-acetyl-lysine; with virally co-expressed GCN5 acetyltransferase. inhibition, % at 15.6 µM. actives 0.17% (n = 350,000);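 active = every replicate shows inhibition of at least 40%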;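 also: 0% = neutral control wells and 100% = positive control wells; some results beyond the cut were filed as inactive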
Cneo AK release = Cryptococcus neoformans lysis via adenylate kinase release; C. neoformans lysis, adenylate kinase release luminescence, 4 h; normalised: neutral wells 0, clomiphene wells 100; lysis activity, % at 15 µM; actives 0.2% (n = 360,000); AID 651654;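 active = mean lysis activity across replicates of at least 80%, whatever share of replicates individually reach that level; inactive = mean lysis activity below 80%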
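Test system: log-phase Cryptococcus neoformans yeast cells. Input: 5 × 10^6 yeast cells/mL. Medium: fresh YPD growth medium. Doses: single dose. Incubation: static 4 h at 37 °C with compound, 1 h detection. Measured by: luminescent adenylate kinase detection reagent. Read-out: signal increase indicating cell lysis. Benchmarks: Clomiphene.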
SIRT5 inh = blocks human SIRT5 desuccinylation of peptide. inhibition, % at 15 µM. Q9NXA8. AID 652115. Purified SirT5, succinyl-peptide AMC, trypsin-coupled fluorescence. actives 1.1% (n = 330,000); in the data active = inhibition above about 15%
* = called active by the depositor; . = no result given.

no.	molecule	ERAP1 HTS inh	SIRT5 inh	XiGFP reactiv	LGR2 antag	S100A4 MyoIIA	PGC1a acetyl inh	Statin myotox sup	Cneo AK release
1	C[N+]1(C)[C@@H]2CC[C@H]1CC(OC(=O)[C@@H](CO)c1ccccc1)C2 (stereo partly specified)	28	1	-0.1	20	-2	-16	-1	16
2	CSc1ccc(CNC(C)C(O)c2ccccc2)cc1 (stereo unspecified)	-1	-1	-0.1	-7	-14	2	15	-1
3	NC1CC2CCCCC2CC1(O)c1ccccc1 (stereo unspecified)	0	2	0.0	7	-13	7	0	-1
4	O=C1CNC(c2ccccc2Cl)c2cc(Br)ccc2N1 (stereo unspecified)	1	5	-0.1	5	-5	-26	19	-1
5	CCc1nc2ccc(N3CCN(C)CC3)cc2nc1CC	-3	-3	0.1	-11	4	4	6	2
6	c1ccc2cc(C3N4CCCN34)ccc2c1 (stereo unspecified)	-3	0	0.1	18	6	.	.	.
7	Cn1cc(C(=O)Cc2ccccc2)c2ccccc21	-3	-2	0.5	-14	-2	-3	2	1
8	Cc1c(C)c2cc(Cl)c(OCC(=O)N3C[C@H]4C[C@@H](C3)c3cccc(=O)n3C4)cc2oc1=O	2	0	.	-4	5	-1	2	2
9	COc1ccc(CC2C(=O)NC(C)C(=O)N(C)C3C(=O)N(C)C(Cc4ccc(O)c(c4)Oc4ccc(cc4)C3O)C(=O)NC(C)C(=O)NC(C)C(=O)N2C)cc1 (stereo unspecified)	-1	.	0.0	99*	0	76*	.	.
10	COC(=O)C1=C(c2ccc(OCc3ccccc3)cc2)C[C@@H]2CC[C@H]1N2C(=O)NCc1ccccc1OC	5	3	-0.1	2	0	-5	-19	1
11	COCCNC(=O)Cn1cc(/C=C2\C(=O)NC(=O)N(c3ccccc3F)C2=O)c2ccccc21	0	2	-0.1	22	54	.	-10	4
12	COc1cccc(-n2c(CN3CCOCC3)nc3ccc([N+](=O)[O-])cc3c2=O)c1	4	1	0.1	-8	6	3	-5	2
13	Oc1ccc2c3c1O[C@H]1c4oc5ccccc5c4C[C@@]4(O)[C@@H](C2)N(CC2CC2)CC[C@]314	-3	-3	0.0	13	2	5	0	2
14	O=c1[nH]c(=O)n(-c2cccc3ccccc23)c(O)c1/C=N/N1CCCCCC1	-3	-1	0.1	2	-3	.	14	.
15	C#C[C@@]1(O)CCC2C3CCC4=C/C(=N/OCC(=O)NC(C(=O)O)C(C)O)CC[C@]4(C)C3CC[C@@]21C (stereo partly specified)	-6	-10	0.1	-8	-1	-5	-1	0
16	CCCC#Cc1ccc([C@H]2[C@H]3CN(C(=O)Cc4ccccn4)CCCCN3[C@H]2CO)cc1	0	-2	-0.1	10	6	-5	.	0

Some of the entries so far, field by field:
(6) c1ccc2cc(C3N4CCCN34)ccc2c1 (stereo unspecified)
  ERAP1 HTS inh: -3
  SIRT5 inh: 0
  XiGFP reactiv: 0.1
  LGR2 antag: 18
  S100A4 MyoIIA: 6
  PGC1a acetyl inh: .
  Statin myotox sup: .
  Cneo AK release: .

(7) Cn1cc(C(=O)Cc2ccccc2)c2ccccc21
  ERAP1 HTS inh: -3
  SIRT5 inh: -2
  XiGFP reactiv: 0.5
  LGR2 antag: -14
  S100A4 MyoIIA: -2
  PGC1a acetyl inh: -3
  Statin myotox sup: 2
  Cneo AK release: 1

(8) Cc1c(C)c2cc(Cl)c(OCC(=O)N3C[C@H]4C[C@@H](C3)c3cccc(=O)n3C4)cc2oc1=O
  ERAP1 HTS inh: 2
  SIRT5 inh: 0
  XiGFP reactiv: .
  LGR2 antag: -4
  S100A4 MyoIIA: 5
  PGC1a acetyl inh: -1
  Statin myotox sup: 2
  Cneo AK release: 2

More results:
no.	molecule	ERAP1 HTS inh	SIRT5 inh	XiGFP reactiv	LGR2 antag	S100A4 MyoIIA	PGC1a acetyl inh	Statin myotox sup	Cneo AK release
17	COC(=O)C1=C(C)NC(=S)NC1c1ccc(N(CCCl)CCCl)cc1Cl (stereo unspecified)	1	.	-0.1	31	-1	1	.	.
18	COC(=O)[C@H]1[C@H](CO)[C@H]2Cn3c(ccc(C4=CCCC4)c3=O)[C@@H]1N2Cc1ccccn1	0	-3	0.1	-2	-49	.	14	-2
19	COC(=O)C1=C(c2cccc(OC)c2OC)C[C@@H]2CC[C@H]1N2C(=O)N1CCCCC1	-5	-2	0.4	8	0	.	-4	-3
20	NC(=O)C1(N2CCCCC2)CCN(Cc2ccccc2)CC1	1	.	.	5	1	2	-8	2
21	O=S1(=O)CCN(CCc2c[nH]c3ccccc23)CC1	0	7	0.0	-2	-3	-4	.	.
22	COC(=O)c1cn(Cc2ccc(F)cc2)c2ccccc12	0	.	0.2	-10	-3	-6	4	0
23	C=CCC1(CC)C(=O)NC(=S)NC1=O	3	0	0.3	4	-7	.	.	.
24	Nc1c(C(=O)NCc2ccco2)c2nc3ccccc3nc2n1Cc1ccc(F)cc1	.	.	.	-23	.	-4	1	-1
25	CC(=O)C1CCC2(O)C3CCC4=CC(=O)CCC4(C)C3CCC12C (stereo unspecified)	-4	3	-0.1	3	-2	.	-2	-1
26	COC(=O)C1=C(c2ccc(OC(F)(F)F)cc2)C[C@@H]2CC[C@H]1N2C(=O)N1CCC(O)CC1	-5	.	-0.6	-8	-2	.	-9	-1
27	O=C(O)Cn1cc(/C=C2\C(=O)NC(=O)N(c3ccc(Br)cc3)C2=O)c2ccccc21	5	2	0.0	-11	101*	.	-1	.
28	COc1ccc(C(=O)N2C[C@H]3C[C@@H](C2)c2cccc(=O)n2C3)cc1OC	7	.	.	11	-7	1	12	-3
29	CCCn1c(C(=O)c2ccc(OC)cc2)nc2ccccc21	4	0	0.3	33	-1	-7	0	3
30	O=C(c1ccc2c(c1)N(Cc1ccc(F)cc1)CCS2)N1CCC2(CC1)OCCO2	-1	-1	0.0	-3	3	.	3	-1
31	CC12CCC(=O)C=C1CCC1C2CCC2(C)C(O)CCC12 (stereo unspecified)	2	-1	.	-7	-3	-5	-6	1

Arranged by formula weight (rising): 3 of the compounds above.
no.	molecule	ERAP1 HTS inh	SIRT5 inh	XiGFP reactiv	LGR2 antag	S100A4 MyoIIA	PGC1a acetyl inh	Statin myotox sup	Cneo AK release
31	CC12CCC(=O)C=C1CCC1C2CCC2(C)C(O)CCC12 (stereo unspecified)	2	-1	.	-7	-3	-5	-6	1
25	CC(=O)C1CCC2(O)C3CCC4=CC(=O)CCC4(C)C3CCC12C (stereo unspecified)	-4	3	-0.1	3	-2	.	-2	-1
27	O=C(O)Cn1cc(/C=C2\C(=O)NC(=O)N(c3ccc(Br)cc3)C2=O)c2ccccc21	5	2	0.0	-11	101*	.	-1	.

Assay outcomes (PubChem BioAssay)

The list is partial (hit frequency here may not be typical).
